Screening results from PubChem BioAssay.
CD40 NFkB inh – CD40 pathway inhibition in BL2 cells. BL2 NF-kB luciferase reporter, CD40L-induced, 4 h. inhibition, % at 10 µM. 0.94% of 83,000 active. AID 1053188;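 active means mean inhibition of at least 50% with a set share of replicates also reaching that level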;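 further: 0% = neutral control wells and 100% = IKK inhibitor VII at 50 µM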
Active calls of the source: *; & = joins results of further samples; [ ] = another dose, or the depositor's remark. These rows are one share of the data, so the mix of outcomes need not match the whole.

`COc1ccccc1-c1ccc([C@H]2[C@H](C#N)N[C@@H]2CO)cc1` gave CD40 NFkB inh -24[25 µM].
For CC(C)OC(=O)NS(=O)(=O)c1cccc([N+](=O)[O-])c1 the results were CD40 NFkB inh 12.
`COc1ccc(C2CC(=O)CC(=O)C2n2cncn2)cc1` (configuration not stated) gave CD40 NFkB inh 7.
Screening Cc1cc(C)c(S(=O)(=O)c2ccccc2)c(N2CCOCC2)n1 returned CD40 NFkB inh -3.
CCC(=O)N1[C@@H](CO)[C@@H]2c3ccccc3N(C(=O)NC(C)C)C[C@@H]21 was read as CD40 NFkB inh -8[25 µM].
For CC(NC(=O)C1CC1)C(c1cccs1)N1CCOCC1 (configuration not stated) the results were CD40 NFkB inh 1.
CN(Cc1cccnc1)C(=O)CNC(=O)COc1ccccc1 was read as CD40 NFkB inh 13.
For O=C([C@H]1[C@H](CO)[C@H]2Cn3c(ccc(-c4cccnc4)c3=O)[C@H]2N1CCC(F)(F)F)N1CCOCC1 the results were CD40 NFkB inh -6[25 µM].
Screening Cc1ccc(C)c(NC(=O)CN(C)C(=O)c2cccc(S(=O)(=O)N3CCCC3)c2)c1 returned CD40 NFkB inh 0.
For COC(=O)C1=C(C)N(c2ccccc2)/C(=C/c2cccs2)C1=O the results were CD40 NFkB inh 7.
For CCNC(=O)C[C@H]1CC[C@H]2[C@@H](COC[C@H](O)CN2C(=O)C2CCCC2)O1 the results were CD40 NFkB inh -6[25 µM].
Screening Cc1cccc(-c2ccc(C3[C@H]4CNC[C@@H]3N4CC3CCOCC3)cc2)c1 (some centres not stated) returned CD40 NFkB inh 3&-11[25 µM].
CC(C)CCN1C(=O)c2ccccc2C1C(=O)NCc1cccnc1 (configuration not stated) was read as CD40 NFkB inh 16.
Screening N#C[C@H]1N[C@H](CO)[C@H]1c1ccc(C#Cc2cccnc2)cc1 returned CD40 NFkB inh 4[25 µM].
For CCCOC(=O)c1cc(=O)[nH]c2ccccc12 the results were CD40 NFkB inh 7.
O=[N+]([O-])c1cc(Cl)cc(C2=NCCN2)c1 was read as CD40 NFkB inh 13.
`O=C(CSc1nnc(-c2ccccc2F)n1C1CC1)NCc1ccco1` gave CD40 NFkB inh 11.
`COc1cccc(NC(=O)N2CC(=O)N3[C@H](C2)[C@@H](c2ccc(C#CCC4CCCC4)cc2)[C@@H]3CO)c1` gave CD40 NFkB inh 35[25 µM].
CC1(c2ccc(C#N)cc2)NC(=O)N(CC(=O)Nc2cc(S(=O)(=O)N3CCOCC3)ccc2Cl)C1=O (configuration not stated) was read as CD40 NFkB inh 3.
For COc1ccc(Br)cc1CN(C)CC(=O)Nc1cccc(S(=O)(=O)N2CCCC2)c1 the results were CD40 NFkB inh 14.
`C[C@H](NC(=O)C[C@@H]1CC[C@H]2[C@H](COc3ccc(NS(=O)(=O)c4ccc(Cl)cc4)cc3C(=O)N2C)O1)c1ccccc1` gave CD40 NFkB inh 35[25 µM].
Screening O=C(Nc1ccc2c(c1)OCO2)C1CCN(C(=O)c2cccs2)CC1 returned CD40 NFkB inh -11.
`CCN(c1ccccc1)S(=O)(=O)c1ccc(C(=O)Nc2ncccc2C)cc1` gave CD40 NFkB inh 10.
`CN(C)CC(C)(C)CNc1ccc(S(=O)(=O)N2CCCC2)cn1` gave CD40 NFkB inh 4.
O=C(Nc1cc(F)ccc1F)N[C@@H]1CC[C@H](CCn2cc(C3CCCC3)nn2)O[C@@H]1CO was read as CD40 NFkB inh 0.
Cc1ccc(OC(=O)N(C)C[C@H]2OCc3ccccc3-c3ccccc3C(=O)N([C@@H](C)CO)C[C@H]2C)cc1 was read as CD40 NFkB inh -11[25 µM].
C[C@H]1CN([C@@H](C)CO)C(=O)CCCn2nncc2CO[C@H]1CN(C)S(=O)(=O)c1ccc(C#N)cc1 was read as CD40 NFkB inh 3[25 µM].
For COc1ccc(C(=O)Nc2ccc3c(c2)nc2n3CCSC2)cc1 the results were CD40 NFkB inh -76.
For COc1ccc(C(=O)NC2CC2)cc1OC1CCN(Cc2cnn(C)c2)CC1 the results were CD40 NFkB inh -1.
`O=C(CNCCO)N1N=C(c2cccs2)CC1c1cccs1` (configuration not stated) gave CD40 NFkB inh 31*.
Cc1ccccc1S(=O)(=O)N1[C@H](C#N)[C@@H](c2ccc(C#CC3CCCC3)cc2)[C@@H]1CO was read as CD40 NFkB inh 11.
For O=C(Nc1ccc(F)cc1)C1CCCN(S(=O)(=O)c2cccc3nonc23)C1 (configuration not stated) the results were CD40 NFkB inh 5.
Screening Cn1c(SCn2nnc3ccccc3c2=O)nc2ccccc2c1=O returned CD40 NFkB inh 2.
`CN(C)CCCNC(=O)C[C@@H]1CC[C@@H]2[C@H](COC[C@@H](O)CN2CC2CCCC2)O1` gave CD40 NFkB inh -3.
For O=C(CSc1nnc2c(n1)[nH]c1ccccc12)Nc1ccc(S(=O)(=O)Nc2ncccn2)cc1 the results were CD40 NFkB inh 5.
Screening O=C(C[C@@H]1C=C[C@H](NC(=O)Nc2ccc3c(c2)OCO3)[C@@H](CO)O1)NCCCN1CCOCC1 returned CD40 NFkB inh 0[25 µM].
For O=C(Nc1ccc2c(c1)OCO2)C(c1ccccc1)N1CCCCC1 (configuration not stated) the results were CD40 NFkB inh -38.
C[C@@H]1CN([C@H](C)CO)C(=O)c2cc(NC(=O)CCN3CCOCC3)ccc2O[C@@H]1CN(C)S(=O)(=O)c1cccs1 was read as CD40 NFkB inh -6[25 µM].
`N#C[C@@H]1N[C@@H](CO)[C@@H]1c1ccc(C2=CCCC2)cc1` gave CD40 NFkB inh -24[25 µM].
Screening O=C(C[n+]1ccc(Cc2ccccc2)cc1)Nc1ccccc1 returned CD40 NFkB inh 2.
`COc1ccccc1CNS(=O)(=O)N(C)C` gave CD40 NFkB inh 7.
`C[C@@H]1CN([C@H](C)CO)C(=O)CCCn2cc(nn2)CO[C@H]1CN(C)C(=O)C1CC1` gave CD40 NFkB inh 13[25 µM].
For CCOC(=O)C1C(=O)CC(=O)C(C(=O)OCC)C1c1ccc(O)cc1 (configuration not stated) the results were CD40 NFkB inh 3.
Screening Cc1cc(C)n(CC(=O)NC2C(=O)N3C(C(=O)O)=C(CSc4nnc(C)s4)CSC23)n1 (configuration not stated) returned CD40 NFkB inh 0.
Screening CCS(=O)(=O)Nc1ccc2c(c1)C(=O)N(C)[C@H]1CC[C@H](CC(=O)NCc3ccccc3F)O[C@H]1CO2 returned CD40 NFkB inh -5[25 µM].
`CCC(=O)N1[C@H](CO)[C@@H]2c3ccccc3N(C(=O)c3ccccc3F)C[C@@H]21` gave CD40 NFkB inh 12[25 µM].
Screening O=c1c(Cc2c(F)cccc2Cl)c(O)ccn1Cc1ccc2c(c1)OCO2 returned CD40 NFkB inh 14.
CCOC(=O)Cc1csc(NC(=O)COc2c(C)cccc2C)n1 was read as CD40 NFkB inh -11.
Screening CC(C)(C)[S@](=O)N1Cc2cc(C(=O)NC3CCCC3)nc(-c3cccc(Br)c3)c2[C@@H]1CCO returned CD40 NFkB inh 5.
For COCCN(C(=O)COC(=O)/C=C/c1ccc(C(F)(F)F)cc1)c1c(N)n(Cc2ccccc2)c(=O)[nH]c1=O the results were CD40 NFkB inh 11.
Screening CN(Cc1ccc(Br)s1)C(=O)CNC(=O)c1ccc2c(c1)OCO2 returned CD40 NFkB inh -5.
CC1CCN(C(=O)COC(=O)CNC(=O)C23CC4CC(CC(C4)C2)C3)CC1 was read as CD40 NFkB inh -2.
For O=C(CCc1nc2ccccc2c(=O)[nH]1)N1CCN(S(=O)(=O)c2ccccc2Br)CC1 the results were CD40 NFkB inh 25.
For O=C(Nc1nccs1)c1ccc(N2CCOCC2)c([N+](=O)[O-])c1 the results were CD40 NFkB inh -36.
For CCOc1ccc(OCC(=O)N(C)c2c(N)n(Cc3ccccc3)c(=O)[nH]c2=O)cc1 the results were CD40 NFkB inh 9.
CC(=O)Nc1ccc(NC(=O)c2ccccc2CCc2ccccc2)cc1 was read as CD40 NFkB inh 0.
For C[C@H]1CN([C@@H](C)CO)C(=O)c2c(c3ccccc3n2C)-c2ccccc2CO[C@H]1CN(C)Cc1ccc(C(F)(F)F)cc1 the results were CD40 NFkB inh 4.
For NS(=O)(=O)c1ccc(NC(=O)COC(=O)Cc2c[nH]c3ccccc23)cc1 the results were CD40 NFkB inh 3.
For O=c1c2c3c(sc2n2cnnc2n1CCc1ccccc1)CCCC3 the results were CD40 NFkB inh 1.
CC1CC1C(=O)OCC(=O)NC(=O)c1ccccc1 (configuration not stated) was read as CD40 NFkB inh -8.
For Cc1cc(Br)ccc1NC(=O)CNC(=O)COc1ccccc1C the results were CD40 NFkB inh -12.
CCC(=O)N1C[C@@H]2[C@H](c3ccccc31)[C@H](CO)N2Cc1ccccc1Cl was read as CD40 NFkB inh 14[25 µM].
`CCCNC(=O)N1C[C@H](C)[C@H](OC)CN(C)C(=O)c2ccc(NC(=O)CC)cc2OC[C@@H]1C` gave CD40 NFkB inh 0[25 µM].
For O=C1[C@H](Cc2ccc(C(F)(F)F)cc2)CCn2nncc2COC[C@H]2CCCCN12 the results were CD40 NFkB inh 2[25 µM].
For Cn1cnnc1SCc1ccc(-c2ccc(Br)cc2)o1 the results were CD40 NFkB inh 80*.
`O=C(C[C@H]1C=C[C@@H](NC(=O)NC2CCCC2)[C@@H](CO)O1)NCc1ccc(F)cc1` gave CD40 NFkB inh 16.
For CC1CCCCN1C(=O)C1CC(c2ccc(F)cc2)=NO1 (configuration not stated) the results were CD40 NFkB inh -63.
For O=C(Nc1ccccc1)n1cc(-c2ccccn2)c(N2CCOCC2)n1 the results were CD40 NFkB inh -23.
`O=C(c1ccccc1NS(=O)(=O)c1cccc2cccnc12)N1CCOCC1` gave CD40 NFkB inh 6.
For O=C(CNC(=O)C1CCCCC1)OCC(=O)c1ccc(F)cc1 the results were CD40 NFkB inh -9.
`COC(=O)/C(=C\c1ccc([N+](=O)[O-])cc1)NC(=O)c1ccccc1` gave CD40 NFkB inh -1.
For CCN(CC)C(=O)C1CCCN(Cc2nc(-c3cccs3)no2)C1 (configuration not stated) the results were CD40 NFkB inh -4.
`CCS(=O)(=O)N1CCC2(CC1)CN(S(=O)(=O)c1ccc(C)cc1)[C@H](CO)c1[nH]c3cc(OC)ccc3c12` gave CD40 NFkB inh -4[25 µM].
O=C(Nc1nnc(COc2ccccc2)s1)Nc1ccccc1F was read as CD40 NFkB inh 4.
Screening CCOC(=O)CCC(=O)NCc1ccc2c(c1)cc(C)n2C returned CD40 NFkB inh 17.
CNC[C@@H]1Oc2ccc(NC(C)=O)cc2CC(=O)N(C)C[C@H]1C was read as CD40 NFkB inh -2.
For O=C(CCN1CCN(c2ccccc2)CC1)Nc1ccc(OCc2ccccc2)cc1 the results were CD40 NFkB inh 10.
Cn1c(NCc2c(O)ccc3ccccc23)nc2ccccc21 was read as CD40 NFkB inh -12.
Screening O=C(c1cccc(S(=O)(=O)N2CCN(c3ccc(F)cc3)CC2)c1)N1CCN(c2ccccc2O)CC1 returned CD40 NFkB inh 7.
`CCOC(=O)Cc1nnc(NC(=O)C23CC4CC(CC(C4)C2)C3)s1` gave CD40 NFkB inh -3.
Screening COc1ccc(N(C(=O)c2ccco2)S(=O)(=O)c2ccccc2)cc1 returned CD40 NFkB inh 8.
CCC(=O)N1CCN(c2nc(-c3ccccc3)c3c(c2C#N)CCCC3)CC1 was read as CD40 NFkB inh 18.
Cc1cc(=O)[nH]c(N/N=C/c2cn(CCC#N)nc2-c2ccccc2)n1 was read as CD40 NFkB inh 3.
NCC[C@H]1CC[C@@H](NC(=O)Cc2ccncc2)[C@@H](CO)O1 was read as CD40 NFkB inh -8[25 µM].
O=C1CCCn2cc(nn2)COC[C@H](c2ccccc2)N1 was read as CD40 NFkB inh 0[25 µM].
For CC(=O)c1cc2c(cc1NC(=O)CCCC(=O)O)OCO2 the results were CD40 NFkB inh 5.
Screening O=C(COc1ccccc1[N+](=O)[O-])N(C1CCCCC1)C1CCS(=O)(=O)C1 (configuration not stated) returned CD40 NFkB inh 4.
CCC(=O)OCCn1c(Br)nc2c1c(=O)[nH]c(=O)n2C was read as CD40 NFkB inh 1.
Screening CCOc1ccc(NC(=O)CN(C)C(=O)C2CC(=O)N(c3ccc4c(c3)OCCO4)C2)cc1OCC (configuration not stated) returned CD40 NFkB inh 14.
Screening O=C(Cn1nnc(-c2ccc3c(c2)OCO3)n1)NCc1ccccc1 returned CD40 NFkB inh 1.
Screening N#Cc1c(SCc2c(Cl)cccc2Cl)nc(N)[nH]c1=S returned CD40 NFkB inh 16.

Some of these compounds in order of molar mass, lowest first:
For CC(=O)c1cc2c(cc1NC(=O)CCCC(=O)O)OCO2 the results were CD40 NFkB inh 5.
Screening CCOC(=O)CCC(=O)NCc1ccc2c(c1)cc(C)n2C returned CD40 NFkB inh 17.
Cn1c(NCc2c(O)ccc3ccccc23)nc2ccccc21 was read as CD40 NFkB inh -12.
Screening O=C(Cn1nnc(-c2ccc3c(c2)OCO3)n1)NCc1ccccc1 returned CD40 NFkB inh 1.
Screening N#Cc1c(SCc2c(Cl)cccc2Cl)nc(N)[nH]c1=S returned CD40 NFkB inh 16.
CCC(=O)OCCn1c(Br)nc2c1c(=O)[nH]c(=O)n2C was read as CD40 NFkB inh 1.
Cc1cc(=O)[nH]c(N/N=C/c2cn(CCC#N)nc2-c2ccccc2)n1 was read as CD40 NFkB inh 3.
`CCOC(=O)Cc1nnc(NC(=O)C23CC4CC(CC(C4)C2)C3)s1` gave CD40 NFkB inh -3.
Screening COc1ccc(N(C(=O)c2ccco2)S(=O)(=O)c2ccccc2)cc1 returned CD40 NFkB inh 8.
CCC(=O)N1CCN(c2nc(-c3ccccc3)c3c(c2C#N)CCCC3)CC1 was read as CD40 NFkB inh 18.
Screening O=C(COc1ccccc1[N+](=O)[O-])N(C1CCCCC1)C1CCS(=O)(=O)C1 (configuration not stated) returned CD40 NFkB inh 4.
For O=C(CCN1CCN(c2ccccc2)CC1)Nc1ccc(OCc2ccccc2)cc1 the results were CD40 NFkB inh 10.
Screening CCOc1ccc(NC(=O)CN(C)C(=O)C2CC(=O)N(c3ccc4c(c3)OCCO4)C2)cc1OCC (configuration not stated) returned CD40 NFkB inh 14.
Screening O=C(c1cccc(S(=O)(=O)N2CCN(c3ccc(F)cc3)CC2)c1)N1CCN(c2ccccc2O)CC1 returned CD40 NFkB inh 7.
